# From PubChem BioAssay
# SKKanGAS inh: inhibitors of SKKanGAS S. pyogenes growth in kanamycin (SK-promoter or general growth effect); BacTiter-Glo, 6 h; inhibition, % at 7.5 µM; 300,000 compounds, 1.3% hits; AID 1662;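 active = mean replicate score, as percent of positive control median, at least 50; inconclusive = mean below 50 but one replicate at or above 50; inactive = mean and every replicate below 50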;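 note: strain carries kanamycin resistance gene driven by streptokinase promoter and grows in 40 µg/ml kanamycin; loss of luminescence reflects streptokinase promoter inhibition or plain growth inhibition; 0% = median of DMSO wells and 100% = positive control at its reference dose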
# HSF1 activator: increases HSF-1 driven luciferase reporter signal. activation, % at 9 µM. AID 504408. NIH3T3-HGL HSF-1 luciferase reporter, MG132, 8 h; 100% = twice DMSO control signal. 300,000 compounds, 1.7% hits;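 active = mean replicate activation of at least 50% with a set share of replicates each reaching 50%; inconclusive = only one of those two conditions met; inactive = mean below 50% and too few replicates reaching it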;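 note: 0% = median of the neutral control wells and 100% = twice that signal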
# HSP90 refold inh: HSP90 refolding inhibition in rabbit reticulocyte lysate. luciferase refolding luminescence, 3 h. 290,000 compounds, 0.91% hits. inhibition, % at 5.6 µM. AID 1789;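 active = inhibition above the screen-wide mean plus 3 SD, computed separately per campaign, cut at about 16% in these data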;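 note: 0% = DMSO wells and 100% = 60 µM geldanamycin wells; inhibitors lower the luminescence because luciferase stays unfolded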
# aSyn UTR inh: 5' untranslated region of α-synuclein, MLPCN primary screen; alpha-synuclein 5'UTR reporter, inhibitor activity; inhibition, % (tested at 7.5 µM); 300,000 compounds, 0.82% hits; in the data active = inhibition above about 60%; inconclusive = no clear call, values can overlap the other calls;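 note: H4 neuroglioblastoma cells stably carrying SNCA 5'UTR luciferase fusion; 0% = DMSO wells and 100% = positive control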
# AI-2 QS mod: modulates the Vibrio harveyi AI-2 quorum sensing system; Vibrio harveyi JMH597 AI-2 luminescence/OD600 ratio, 9 h; hits give low values; strain lacks LuxN and CqsS sensors; 0 = neutral-control median; 300,000 compounds, 0.4% hits; activity change, % at 7.5 µM; in the data active = activity change below about -75%, passing the limit was not always enough; inconclusive = no clear call, values can overlap the other calls;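 note: luminescence divided by OD600 gain over 9 h not by final OD600 alone; inactives centre near 13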
# Platelet DG rel: platelet dense granule release activity | human platelet-rich plasma, SFLLRN dense granule ATP release, luminescence | inhibition, %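 (compounds screened at 7.5 µM in platelet-rich plasma)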 | AID 1663 | 300,000 compounds, 0.22% hits;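 active = mean replicate score, as percent of positive control, at or above 50; inconclusive = mean below 50 but at least one replicate at or above 50; inactive = mean and every replicate below 50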
# HIF activator: HIF pathway transcriptional activation; activation, % at 7.5 µM (by protocol); U2OS HRE-luciferase reporter, luminescence; normalized: DMSO 0%, desferrioxamine 100%; 300,000 compounds, 0.32% hits;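 active = mean activation of at least 10% of the iron chelator positive control signal, with at least half of replicates also reaching 10%; inconclusive = mean and replicate majority disagree about reaching 10%; inactive = mean and most replicates under 10%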
# IEC-6 cytotox: kills IEC-6 intestinal cells in KLF5 counter-screen | 290,000 compounds, 0.78% hits | IEC-6 cytotoxicity, luminescence viability | inhibition, % at 5 µM; in the data active = inhibition above about 22%;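 note: 0% = plate median of test compound wells and 100% = cytotoxic reference compound wells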
# KLF5 inhibitor: kruppel-like factor 5 inhibition | DLD-1 KLF5 promoter-luciferase reporter, luminescence | 290,000 compounds, 0.23% hits | inhibition, % at 5 µM;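 active = inhibition above a per-plate limit of that plate's mean compound inhibition plus 3 SD, cut at about 60% in these data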;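 note: 0% = DMSO wells and 100% = LY294002 at 200 µM; higher means less KLF5 promoter-driven luciferase light; inactives centre near -14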
# HSF1 inh: HSF1 inhibition. NIH3T3-HGL HSE-luciferase, MG132-induced, luminescence 8 h; hits give low values. activity change, negative = inhibition, % at 7.5 µM (by protocol). 300,000 compounds, 0.77% hits. AID 2098;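 active = more than half of replicate wells show activity change below -50%, luminescence cut by over half; inconclusive = some wells, but at most half, below -50%; inactive = no replicate well below -50%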;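 note: luciferase reports HSF-1 transcriptional activity via heat shock element; 0% = median of DMSO wells and -100% = zero luminescence signal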
# An asterisk follows results filed as active; ? = inconclusive; · = no result given.
SMILES,SKKanGAS inh,HSF1 activator,HSP90 refold inh,aSyn UTR inh,AI-2 QS mod,Platelet DG rel,HIF activator,IEC-6 cytotox,KLF5 inhibitor,HSF1 inh
COc1cc(C(C(=O)NC2CCCC2)N(C(=O)c2snc(C(N)=O)c2N)c2ccccc2)cc(OC)c1OC (centres undefined),9,24,4,9,13,0,-3.0,-2,-6,5
COc1ccc(NC(=O)C2CCN(S(=O)(=O)c3c(C)nn(C)c3C)CC2)cc1,1,-14,3,10,·,17,-0.1,8,-3,-6
CC1(C(=O)Nc2cccc3ccccc23)CC1(Br)Br (centres undefined),8,13,5,3,12,-5,0.0,7,18,7
O=C(c1ccc(F)cc1)N(Cc1ccco1)C1CCS(=O)(=O)C1 (centres undefined),-2,0,-1,-20,4,29,-0.2,4,-37,-10
Cc1ccc2[nH]c3c(=O)n4c(nc3c2c1)SCC4,16,-7,-2,-44,13,-7,0.1,8,4,-5
O=C(Nc1nc2c(s1)CCCC2)c1ccc(Br)s1,12,59*,4,-93,6,3,2.5,2,-166,34
Cc1cccc(NC(=O)[C@H](C)NC(=O)[C@@H]2Cc3ccccc3CN2C(=O)OC(C)(C)C)c1,-4,-11,4,0,5,0,1.1,0,-1,-9
CC(NS(=O)(=O)c1cn(C)c(=O)n(C)c1=O)c1ccccc1 (centres undefined),-3,-4,-1,-15,19,-13,0.3,-4,-30,-10
C=CCn1c(SCC(=O)c2ccc(OC)cc2)nnc1C(C)NC(=O)c1cccs1 (centres undefined),0,-28,-3,7,-1,7,-0.1,-7,-14,-10
CN(Cc1ccno1)Cc1cn(C)nc1-c1ccc(Oc2ccccc2)cc1,-6,-7,-4,10,-11,4,0.1,-4,-6,5
O=C(Cc1ccc(S(=O)(=O)N2CCOCC2)s1)NCC(=O)Nc1ccccc1Br,1,11,·,9,·,-5,-0.2,·,·,2
O=C(CNCc1ccco1)Nc1ccc(N2CCCCCC2)cc1,-16,?,-4,-18,-66,-2,-0.6,-10,-25,35
COc1ccc(NC(=O)C(=O)NCCC2CCCCN2S(=O)(=O)c2cccs2)cc1 (centres undefined),-1,-14,·,3,14,-3,1.5,·,·,-11
OCCN1CCN(CCSc2ccccc2)CC1,-15,6,1,-4,6,-7,0.0,0,-9,-2
O=C1N=C(N2CCN(c3ccccc3)CC2)S/C1=C\c1ccco1,-20,10,4,18,18,4,0.2,4,-21,9
CC(C)(C)C(=O)NC(=S)Nc1ccccc1F,17,33,-1,-72,14,-3,-32,2,-6,15
O=C(/C=C/c1ccccc1)Nc1nc(-c2ccncc2)cs1,-9,28,2,-5,·,10,2.0,6,-64,5
CN(C)C=Nc1ccc2nn(-c3ccccc3)nc2c1,-7,44,7,-211,20,-1,4.0,10,-143,19
COc1cccc(N2CCN(C(=O)c3ccc(Cl)c(NC4=NC5CS(=O)(=O)CC5S4)c3)CC2)c1 (centres undefined),5,-5,0,-3,12,9,0.3,5,-12,-1
Cc1cccc(CCNC(=O)CC2C(=O)NCCN2CC2CCCCC2)n1 (centres undefined),-1,22,-2,-18,25,1,-0.1,0,-6,-5
COc1ccc(C(=O)NC(C)c2ccccc2)cc1Br (centres undefined),23,17,3,2,-2,0,-0.2,2,-2,-3
COc1ccc(/C=N/N=C2\CC3CCC2(C)C3(C)C)cc1O (centres undefined),9,-13,-2,-15,16,2,2.6,-1,-56,-4
Cc1cccc(CCNC(=O)CN(C)S(=O)(=O)c2ccc3c(c2)c(=O)n(C)c(=O)n3C)c1,-1,-3,1,-2,12,-17,-0.4,-2,-54,-1
COc1ccc2c(c1)C1(Nc3ccccc3-c3nc4ccccc4n31)C(=O)N2 (centres undefined),2,-13,6,8,14,9,-0.2,8,-5,1
O=C(COc1ccc(Cl)cc1)Nc1cc(NC(=O)COc2ccc(Cl)cc2)cc(C(=O)O)c1,25,2,-3,-2,14,-1,-0.7,0,-21,2
CCOC(=O)c1ccc(S(=O)(=O)N2CCN(C(C)=O)CC2)cc1,0,14,6,8,14,1,0.3,6,-8,0
COC(=O)c1ccc(CSc2nc3sc(C(=O)O)c(C)c3c(=O)[nH]2)cc1,4,19,3,-14,55,-9,-0.3,0,16,-1
CC(C)(C)CN1C(=O)C(=O)NC[C@@H]1CCCCN,1,-1,·,-3,19,-1,0.0,·,·,-4
CCCCN(CCCC)CCCNC(=O)CC1Oc2ccc(C)cc2NC1=O (centres undefined),-8,-14,5,-1,25,14,-0.2,0,-2,-2
Cc1ccccc1N=C1NC(=O)CC(c2ccccc2)S1 (centres undefined),-4,35,7,44,16,-44,-0.4,-3,-3,2
CCNc1nc(NCC)nc(N(n2cnnc2)S(=O)(=O)c2ccc(C)cc2)n1,2,-9,2,5,27,-11,-0.2,5,-3,4
C=C(C)CNC(=S)N/N=C/c1ccco1,-5,9,0,-11,17,5,0.5,5,2,2
O=C(Nc1ccc(Cl)c(C(F)(F)F)c1)C(=O)N1CCCCC1,-1,15,2,-67,-2,9,1.4,4,-23,9
Cc1c(F)cccc1NC(=O)CCCCCC1NC(=O)NC1C (centres undefined),-4,-3,-1,-1,15,13,-0.8,-1,-27,1
CC(=O)Nc1ccc(N(C(=O)c2ccco2)C(C(=O)NC2CCCC2)c2ccc(N(C)C)cc2)cc1 (centres undefined),14,-2,3,-3,8,9,0.1,1,13,-10
COc1cccc(N2CCN(C(=O)c3ccc(-c4ccccc4)cc3)CC2)c1,3,5,1,-7,23,2,0.5,-6,-10,3
COCC(=O)Nc1cc(Cl)c(OC)cc1OC,1,4,-3,-25,37,2,0.2,1,-10,-3
CN(Cc1ccc(F)cc1)C(=O)c1cccc(S(=O)(=O)N2CCN(c3ccc(F)cc3)CC2)c1,-4,18,·,13,22,4,-0.2,·,·,9
COCc1cc(=O)[nH]c2cc(NC(=O)C(F)(F)F)c(C)cc12,-2,0,44*,6,28,4,0.7,4,-17,2
Cc1cccnc1NC(=O)C(c1ccccc1)c1ccccc1,-2,-18,1,-7,4,-4,1.1,-4,-7,0
O=c1[nH]c2c(n(C3CCCCC3)c1=O)CCC2,2,0,1,8,21,1,-0.1,5,16,-7
Cn1c(CC(=O)NCCO)c(Sc2ccccc2)c2ccccc21,-1,4,2,21,2,-23,0.3,-7,-14,-2
Cc1sc2nc(SCC(=O)Nc3ccc(S(N)(=O)=O)cc3)[nH]c(=O)c2c1C,10,0,2,13,21,-9,0.3,-6,-5,-2
CCOc1ccccc1-n1nnnc1SCC(=O)NCc1ccco1,14,4,1,4,35,-1,-0.5,-6,-17,1
CC(=O)c1cccc(NC(=O)NCc2cccs2)c1,0,-2,3,5,-1,3,0.8,3,-10,4
CCOC(=O)c1c(NC(=O)c2ccno2)c2cc([N+](=O)[O-])ccc2n1C,3,-4,2,7,10,6,-0.4,-4,4,-2
CCCCN(N=Nc1nonc1OC)c1nonc1OC,8,-1,1,31,23,0,-0.2,-1,-8,7
COc1ccc(CCN2CC(C(=O)N(C)CCOc3ccccc3)CCC2=O)cc1 (centres undefined),-1,12,-3,-21,0,-2,0.7,5,17,2
O=C(CCc1ccccc1)NC(=S)Nc1cc(C(F)(F)F)ccc1N1CCOCC1,21,3,5,20,-3,-2,0.2,9,7,-4
O=C(Oc1cccc(-n2cnnn2)c1)C1CCCCC1,·,·,2,1,12,-5,-0.2,3,4,·
Cc1cc(-c2nnc(-c3ccccc3)c(-c3ccccc3)n2)c(C)o1,-4,9,8,0,11,-1,0.5,-2,-6,5
CCOC(=O)C1=C(C)N=c2s/c(=C\c3ccc(OC(C)=O)c(OCC)c3)c(=O)n2C1/C=C/c1ccccc1 (centres undefined),12,1,5,3,36,0,-0.2,1,-11,10
CC(C)c1ccc(-c2nnn(CCC(=O)O)n2)cc1,-6,-62,4,118*,8,-2,-7.0,-1,33,?
Cc1ccc(NS(=O)(=O)c2ccc3c(c2)CC(=O)N3)c(C)c1,0,-38,-1,14,21,-1,-0.5,3,-15,-23
CCOc1ccc(NS(=O)(=O)c2ccc(C(=O)NCC3(N(C)C)CCCCC3)cc2)cc1,7,-2,·,-9,-9,-15,-12,·,·,-4
COCCN(C(=O)COC(=O)Cc1c[nH]c2ccccc12)c1c(N)n(Cc2ccccc2)c(=O)[nH]c1=O,18,-2,·,-1,27,-1,0.6,·,·,-7
CC(NC(=O)c1ccco1)c1nc(-c2ccc(Cl)cc2)no1 (centres undefined),-5,9,8,-27,17,-2,0.8,9,-4,9
Cc1ccc(C(=O)N/N=C\c2ccc[nH]2)cc1[N+](=O)[O-],3,-7,1,-5,-10,-2,0.2,2,-28,-14
CCc1ccc(C(=O)NNc2ccc(S(N)(=O)=O)cc2)cc1,0,6,-1,-34,-12,5,0.5,3,-5,5
CCCN1C2CCCC1CC(NC(=S)NCCCOCC)C2 (centres undefined),-13,9,2,-5,-1,-3,-0.5,3,-18,-4

# Single records, as listed above. Order of values: SKKanGAS inh, HSF1 activator, HSP90 refold inh, aSyn UTR inh, AI-2 QS mod, Platelet DG rel, HIF activator, IEC-6 cytotox, KLF5 inhibitor, HSF1 inh
# `CC(C)c1ccc(-c2nnn(CCC(=O)O)n2)cc1` across the screens: -6, -62, 4, 118*, 8, -2, -7.0, -1, 33, ?
# `CCc1ccc(C(=O)NNc2ccc(S(N)(=O)=O)cc2)cc1` across the screens: 0, 6, -1, -34, -12, 5, 0.5, 3, -5, 5

# Following part.
SMILES,SKKanGAS inh,HSF1 activator,HSP90 refold inh,aSyn UTR inh,AI-2 QS mod,Platelet DG rel,HIF activator,IEC-6 cytotox,KLF5 inhibitor,HSF1 inh
COc1ccccc1C(=O)Nn1c(C2CCC2)nc2ccccc2c1=O,-3,3,-1,-21,30,1,-0.2,-3,30,0
Nc1ccc(C(=O)N2CCN(S(=O)(=O)c3ccc4c(c3)OCCO4)CC2)cc1[N+](=O)[O-],0,-6,-3,-11,10,0,0.3,5,-18,-10
Cc1ccccc1-c1nc(-c2ccc(NC(=O)c3cccs3)cc2)no1,19,26,-1,-187,11,21,2.3,-2,-84,16
COc1ccc(C(=O)COC(=O)CCCC(=O)NC2CCCCC2)cc1,-1,-2,3,1,16,-3,-0.2,4,12,0
CCCCN(CC)Cc1ccc(CNC(=S)Nc2ccccc2F)o1,-18,-31,-3,-1,23,-12,1.2,5,-14,-7
COc1ccc(C)cc1S(=O)(=O)n1cnc(C)c1,1,-20,-1,13,21,-7,-0.4,-1,-25,-1
CCN1C(=O)C(CC(=O)Nc2cc(C)ccc2C)SC1=Nc1ccc(S(N)(=O)=O)cc1 (centres undefined),0,-10,0,4,8,12,-0.9,-9,-24,-3
O=[N+]([O-])c1ccc(S(=O)(=O)NCC(c2ccco2)N2CCc3ccccc3C2)cc1 (centres undefined),6,12,·,7,7,3,3.2,·,·,12
O=C(C(NS(=O)(=O)c1cccc2nsnc12)c1ccccc1)N1CCN(c2ccccc2)CC1 (centres undefined),-3,13,6,-13,13,-2,-0.1,2,-26,-3
CCc1ccccc1NC(=O)c1cc(-c2cccs2)on1,3,?,-1,-125,23,-1,0.4,-1,-37,19
